Source: PubChem
NCI-60 one-dose screen, 48 h, at 10 µM unless noted. Numbers give growth in % (100 = growth as untreated, 0 = no growth, -100 = all killed).
U251: U251 CNS tumor cells; 5.4% of 80,000 active
SF-295: SF-295 CNS cancer cells; 5.6% of 79,000 active; AID 1794758
SF-539: SF-539 CNS cancer. 6.8% of 81,000 active
SF-268: SF-268 CNS cancer cells. 3.1% of 82,000 active
SNB-75: SNB-75 CNS cancer | 5% of 79,000 active
SNB-19: SNB-19 CNS cancer cells | 2.5% of 81,000 active | AID 1794751
HCT-116: HCT-116 colon cancer; 7.3% of 82,000 active; AID 1794798
KM12: KM12 colon cancer cells; 5% of 82,000 active; AID 1794800
HCC-2998: HCC-2998 colon cancer | 4.7% of 79,000 active | AID 1794799
* hit, by the source's call; x = no result given; & = joins results of further samples. How the source made its calls: active means growth percent below 10; inactive means the rest.

SMILES	U251	SF-295	SF-539	SF-268	SNB-75	SNB-19	HCT-116	KM12	HCC-2998
COc1cc2cc3c(=O)n4c(cc5ccccc54)c(=O)n3c2cn1	105	104	101	103	96	108	98	101	111
CC12CCC(=O)N1CCc1cncn12 (centres undefined)	104	98	105	98	99	98	102	112	100
CN(C)c1nc(NCCNS(=O)(=O)c2ccc(C3=Nc4c(N)nc(N)nc4NC(c4ccc(F)cc4)C3)cc2)nc(N2CCOCC2)n1 (centres undefined)	62	92	88	48	83	63	66	94	94
CC(C)(C)c1ccc(S(=O)(=O)Nc2ccccc2[N+](=O)[O-])cc1	97	96	103	105	92	96	89	102	121
COCCc1ccncc1	96	x	90	102	86	104	101	105	118
CC(=O)CC(=O)NCC#N	x	x	99	105	101	115	106	102	98
CCCCCCCCCCCCCCNc1nc(C=O)ncc1-c1ccc(C(F)(F)F)cc1	70	55	111	72	94	97	80	85	98
O=C(CCn1cc[n+](CC(=O)c2ccccc2)c1)Nc1cccc2cccnc12	95	97	105	94	84	93	101	92	102
COc1ccc(/C=C/C(=O)Nc2ccc3oc(=O)ccc3c2)cc1	95	98	96	101	114	95	102	104	100
O=C(Cn1nc(-c2ccccc2)ccc1=O)N/N=C/c1ccc(N2CCOCC2)cc1	93	89	90	98	96	90	103	102	113
c1ccc(CCc2cccc3ccccc23)nc1	92	95	93	102	x	101	96	91	115
O=C(NNC(=S)Nc1ccccc1)c1cc2ccc1CCc1ccc(cc1)CC2	49	49	83	77	x	57	45	77	70
C#CCOc1ccccc1C(OC(=O)c1ccc(Cl)cc1Cl)C(=O)NC(C)(C)C(C)(C)C (centres undefined)	84	72	93	80	73	92	53	87	89
Cc1cc(C)c(N)cc1C	97&107	110&90	105&91	108&99	101&73	102&91	103&97	111&105	101&94
CS(=O)(=O)c1ccc(/C(=N/N=C(N)N)c2ccc(Cl)cc2)cc1	93	95	92	81	73	90	74	72	91
O=C(CS(=O)c1oc(-c2cccs2)nc1S(=O)(=O)c1ccc(Br)cc1)c1ccccc1 (centres undefined)	88	101	87	99	80	87	86	102	99
Clc1ccc(CSc2ncc(Br)c(Cl)n2)cc1	106	113	99	100	109	102	101	107	98
O=c1c2cc(F)ccc2sc2c(NCCN3CCOCC3)nc3ccccc3c12	52	89	75	69	59	75	47	26	59
CCCCCN(/C=C\c1cc(Cl)ccc1OC)CCCCC	96	102	x	99	88	101	97	98	99
O=C(Nc1ccc2ncnc(Nc3ccc(Oc4cccc(F)c4)c(Cl)c3)c2c1)c1ccc(CNCCO)cc1	-34*	20	34	56	65	59	-46*	13	-8.4*
CC(C)CC(=O)C(C)C(C)C (centres undefined)	x	91	104	111	118	98	109	107	102
CCOC=Nc1c(C(=O)Nc2cccc(Cl)c2)oc2ncccc12	93	93	97	114	73	103	95	103	102
O=S(=O)(Nc1ccc(-n2cnc3cc(-c4ccc(O)cc4)ccc32)cc1)C1CC1	75	90	72	83	51	84	93	69	103
CCC[CH2][Sn]1([CH2]CCC)[O]C2C(CO)OC(n3ccc(N)nc3=O)C2[O]1 (centres undefined)	x	x	-64*	-89*	-21*	28	-74*	7.1*	-19*
CCC(O)(c1ccccc1)c1ccccc1	97	101	101	101	97	100	106	106	100
O=C1CC(=O)OC(c2ccc([N+](=O)[O-])cc2)O1	4.0*	70	-70*	4.9*	9.2*	55	-69*	-75*	7.6*
COc1cc(C2CC(=O)Nc3c2c(C)nn3-c2ccc(Cl)nn2)cc(OC)c1O (centres undefined)	100	100	92	95	84	96	97	105	104
O=C(Cc1ccccc1)C(c1ccccc1)C(c1ccccc1)c1ccccc1 (centres undefined)	91	x	93	112	88	90	83	92	104
Cc1n[nH]c(=S)n1N	101	100	104	101	96	105	106	110	99
C=CCCCC(=O)CCC(=O)OCC1O[C@@H](O[C@@H]2C(O)[C@@H](OC(C)=O)C(C)O[C@H]2O[C@H](CC=C)CCCCC)C(O)[C@@H](OC(=O)/C(C)=C/C)[C@@H]1OC(=O)/C=C/c1ccccc1 (some centres undefined)	11	-12*	14	29	30	46	14	22	44

12 compounds from above, ordered by SMILES length, highest first:
SMILES	U251	SF-295	SF-539	SF-268	SNB-75	SNB-19	HCT-116	KM12	HCC-2998
C=CCCCC(=O)CCC(=O)OCC1O[C@@H](O[C@@H]2C(O)[C@@H](OC(C)=O)C(C)O[C@H]2O[C@H](CC=C)CCCCC)C(O)[C@@H](OC(=O)/C(C)=C/C)[C@@H]1OC(=O)/C=C/c1ccccc1 (some centres undefined)	11	-12*	14	29	30	46	14	22	44
C#CCOc1ccccc1C(OC(=O)c1ccc(Cl)cc1Cl)C(=O)NC(C)(C)C(C)(C)C (centres undefined)	84	72	93	80	73	92	53	87	89
COc1cc(C2CC(=O)Nc3c2c(C)nn3-c2ccc(Cl)nn2)cc(OC)c1O (centres undefined)	100	100	92	95	84	96	97	105	104
O=C(CCn1cc[n+](CC(=O)c2ccccc2)c1)Nc1cccc2cccnc12	95	97	105	94	84	93	101	92	102
CCCCCCCCCCCCCCNc1nc(C=O)ncc1-c1ccc(C(F)(F)F)cc1	70	55	111	72	94	97	80	85	98
O=C(NNC(=S)Nc1ccccc1)c1cc2ccc1CCc1ccc(cc1)CC2	49	49	83	77	x	57	45	77	70
O=c1c2cc(F)ccc2sc2c(NCCN3CCOCC3)nc3ccccc3c12	52	89	75	69	59	75	47	26	59
COc1ccc(/C=C/C(=O)Nc2ccc3oc(=O)ccc3c2)cc1	95	98	96	101	114	95	102	104	100
O=C1CC(=O)OC(c2ccc([N+](=O)[O-])cc2)O1	4.0*	70	-70*	4.9*	9.2*	55	-69*	-75*	7.6*
CCCCCN(/C=C\c1cc(Cl)ccc1OC)CCCCC	96	102	x	99	88	101	97	98	99
CC12CCC(=O)N1CCc1cncn12 (centres undefined)	104	98	105	98	99	98	102	112	100
CC(=O)CC(=O)NCC#N	x	x	99	105	101	115	106	102	98

Next part.
SMILES	U251	SF-295	SF-539	SF-268	SNB-75	SNB-19	HCT-116	KM12	HCC-2998
Cc1ccccc1-c1cc(-c2ccc(F)cc2)c(C#N)c(=O)[nH]1	100	99	97	96	82	97	102	100	106
CC1=CC(C)(C)NC(=S)N1CCO	102&101	90&100	89&95	102&96	89&94	96&97	105&111	98&102	114&103
Cc1ccc(NC(=O)NCn2c(=O)[nH]c3ccccc3c2=O)cc1	61	95	58	64	29	53	60	99	102
CC[N+](C)(C)C(C)(C)C	107	x	111	107	96	106	106	105	112
Cc1ccc(S(=O)(=O)N2CCc3c([nH]c4ccccc34)[C@@H]2Cc2cnc[nH]2)cc1	88	68	93	89	76	84	60	88	98
COC1OC(COC(=O)c2ccccc2)C(OC(=O)c2ccccc2)C(OC(=O)c2ccccc2)C1OC(=O)c1ccccc1 (centres undefined)	89	99	103	95	83	96	81	98	88
N#C/C(=C\c1ccc([N+](=O)[O-])cc1)C(=O)c1ccccc1	89	108	105	100	x	106	111	109	103
COc1ccc(C[N+](C)(C)Cc2ccc(OC)cc2)cc1	98	96	100	103	86	109	100	105	95
O=c1ccc(-c2nc(N3CCOCC3)c3ccccc3n2)c[nH]1	99	90	94	88	81	99	101	107	105
Brc1ccc(-c2nc3ccccc3s2)cc1	96	98	93	90	81	95	89	97	110
O=c1[nH]c(=S)ccn1C1OC(CO)C(O)C1O (centres undefined)	72	97	x	82	99	90	51	83	70
CC1=CNC(=O)CC(C)(C)C1	x	94	105	111	104	100	x	111	101
CCOC(=O)c1sc(NCC(=O)Nc2ccccc2)c(C(=O)OCC)c1C	99	110	99	99	79	96	100	107	x
COC(=O)CCCCN=Cc1c(O)c(O)c(C(C)C)c2cc(C)c(-c3c(C)cc4c(C(C)C)c(O)c(O)c(C=NCCCCC(=O)OC)c4c3O)c(O)c12	11	2.8*	24	24	43	18	15	16	30
CCCCC(CC)CCC(C)OC(=O)CCl (centres undefined)	97	106	99	98	93	108	96	107	106
Cc1cc(N2CCCCC2)nc(N2CCN(CC(=O)Nc3ccc4c(ccn4C)c3)CC2)n1	76	96	107	107	80	92	85	103	122
CCOc1ccc(-c2nnc(-c3cc(OC)c(OC)c(OC)c3)n2-c2ccc(OC)cc2)cc1	81	102	93	97	87	96	91	90	102
O=C(COc1ccc(/C=C2\Oc3ccccc3C2=O)cc1)Nc1nc2ccccc2s1	4.7*	628	-88*	13	-16*	92	87	-29*	107
COc1cc(-c2nc3ccc([N+](=O)[O-])cc3[nH]2)ccc1OCC(=O)N=Nc1c(O)[nH]c2ccc(Cl)cc12	91	105	89	92	92	91	101	104	110
CCCCCCNC(=O)Oc1ccc(/C(=C(/C)Cc2ccc(OC)cc2)c2ccc(OCCN3CCCC3)cc2)cc1	86	103	99	93	84	94	79	103	99
CN[C@]1(c2ccccc2Cl)CCCC[C@@H]1NCCc1ccc(OC)c(OC)c1	92	96	106	97	93	98	95	104	111
CC(C)(O)CN(C(=O)c1ccc([N+](=O)[O-])cc1)C1CCCC1	101	98	99	102	89	100	104	109	107
NS(=O)(=O)c1ccc(-n2cc(CN3CCCC3)nn2)cc1	105	100	100	98	92	98	115	103	105
O=C(Nc1nc2cc(C(=O)N3CCN(C(c4ccccc4)c4ccccc4)CC3)ccc2o1)c1ccc(Nc2ccc(Cl)c(Cl)c2)c([N+](=O)[O-])c1	87	99	97	79	59	92	98	85	98
CCC1Cc2ccc(OCCN(C)C)cc2C1=O (centres undefined)	98	95	97	107	82	108	90	109	96
COc1cc2c(c(OC)c1OC)C(=O)CC(c1cccc(NC(=O)c3ccc([N+](=O)[O-])cc3)c1)O2 (centres undefined)	71	71	88	66	68	81	60	67	87
CCOC(=O)/C(C#N)=C\Nc1ccccc1Cl	95	92	99	98	102	94	105	83	101
O=C(Nc1cc(C(F)(F)F)cc(C(F)(F)F)c1)N1CCN(c2cc(-c3cn(-c4ccccc4)nc3-c3cccc(O)c3)ccn2)CC1	83	75	89	95	100	79	76	100	106
COc1ccc(C2=NN(c3nc(-c4ccccc4)c(C#N)c(=O)n3C)C(c3ccc(OC)cc3)C2)cc1 (centres undefined)	x	94	92	104	81	102	102	101	98
CCCCOc1ccc(/C=C2/SC(N3CCOCC3)=NC2=O)cc1OCC	95	100	86	99	x	91	93	99	109
COC(=O)c1c(-c2ccccc2)[nH]c(-c2nccc3ccccc23)c1C(=O)OC	x	106	94	96	88	94	115	109	112
CC(=O)CC(=O)Nc1ccccc1Cl	104	98	109	96	99	97	108	103	103
COc1ccc(N=C2CSc3nnc(-c4cc(F)c(Cl)cc4Cl)n3N2)cc1	-52*	-16*	-67*	7.1*	-61*	0.2*	-61*	-12*	-71*
CCCOc1cc2ccccc2cc1C(=O)Nc1nc(N)c2c(ccc3nccc32)[nH]1	-83*	-77*	-78*	-69*	-90*	-76*	-59*	-73*	-68*
Cc1cccc(N=NC(C#N)C#N)c1	99	103	99	95	90	114	102	101	123
COc1ccc(NC2=C(Cl)C(=O)C(C)=C(C)C2=O)cc1OC	78	101	95	94	126	85	96	55	x
Oc1c(CNCCNCc2cc(Cl)cc(Cc3ccccc3)c2O)cc(Cl)cc1Cc1ccccc1	17	0.2*	2.2*	19	28	2.5*	19	20	20
CCOC(=O)/C(C#N)=C\c1ccccc1	107	117	121	115	99	106	108	107	106
NS(=O)(=O)c1ccc(NC(=O)/C(=C\c2ccc(Cl)cc2Cl)NC(=O)c2ccccc2)cc1	97	104	96	95	81	96	97	102	103
Cc1c([N+](=O)[O-])cc(N2C(=O)C=CC2=O)cc1[N+](=O)[O-]	105	120	x	100	93	108	94	106	107
O=C(NO)c1ccc(CNC(=O)[C@H]2Cc3c([nH]c4ccccc34)[C@H](c3ccc(Cl)cc3)N2)cc1	-4.0*	-17*	2.8*	23	40	15	1.0*	20	-53*
O=C(Oc1ccc(CCl)cc1)c1ccccc1	-86*	-93*	-88*	-79*	-99*	-86*	-85*	-79*	-75*
O=[N+]([O-])CC1(O)CCCCC1	113	89	100	115	105	108	106	106	95
COc1cc(-c2n/c(=C\c3c(O)[nH]c4ccc(Cl)cc34)cc3c2=Nc2ccccc2-3)ccc1F	-88*	43	55	-40*	-39*	2.8*	-46*	4.9*	72
CC(=O)Nc1ccn(C2OC(COC(C)=O)C(OC(C)=O)C2OC(C)=O)c(=O)n1 (centres undefined)	97	108	96	110	104	94	102	94	123
CC(O)c1ccccc1 (centres undefined)	107	102	x	110	90	96	96	110	93
COc1ccc(CNc2nc(N)c(N=O)c(=O)n2C)cc1OC	101	91	92	108	86	92	104	104	104
CC(=O)NC1=CC2C(O)c3ccccc3N3C(=O)CO[C@]23C=C1 (some centres undefined)	102	113	109	99	74	99	104	108	115
COc1ccc(/C=C2/SC(=O)NC2=O)cc1OC	98	108	103	85	85	90	99	101	103
O=Nc1c2cc3ccccc3[nH]c-2c2ccccc12	70	118	85	80	79	87	50	28	92
N#Cc1c(-c2ccc(Cl)cc2)nc(NN=Cc2ccc[nH]2)nc1N1CCOCC1	56	58	33	46	-14*	74	90	36	94
Cc1ccc(Cn2cc(COc3ccc4c5ccnc(C)c5n(CCCc5ccccc5)c4c3)nn2)cc1	110	88	90	96	98	99	60	98	102
CC1OC(n2c3ccccc3c3c4c(c5c6ccccc6[nH]c5c32)C(=O)N(CCN2CCOCC2)C4=O)CC(O)C1O (centres undefined)	10	6.5*	8.6*	30	5.9*	22	24	31	30
CC1(C(=O)c2ccccc2)OC1c1ccccc1 (centres undefined)	106	96	101	107	73	88	93	106	83
CC(C)(C)CC(=O)Nc1ccccc1	105	101	102	100	94	102	101	102	104
